Screening data deposited in PubChem BioAssay by several laboratories.
MT1-MMP act inh – blocks activation of human MT1-MMP; HT1080 RFP-PRO-GFP cells, GFP/RFP ratio fluorescence, overnight; percent of plate control window, DMSO zero; GFP/RFP ratio change, % at 20 µM; 360,000 compounds, 0.061% hits; P50281;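 active means GFP/RFP ratio change of at least 30% with cell ATP level not reduced by more than half and red fluorescence within 50% of control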; further: strong numbers were not always called active
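Assay system – RFP-PRO-GFP reporter HT1080 cells · Compound dosing – single dose of 20 µM compound, 1% DMSO final · Incubation – overnight compound exposure at 37 °C · Measure – GFP/RFP fluorescence ratio · Benchmarks – DMSO wells and RFP-L50D-GFP cells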
MLLE-PAM2 inh – inhibitors of microRNA-mediated deadenylation, human PABP1 MLLE binding; P11940; GST-MLLE / FITC-PAM2 fluorescence polarization; inhibition, % at 20 µM; 360,000 compounds, 0.36% hits; in the data active means inhibition above about 35%, passing the limit was not always enough;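 further: plate controls were DMSO wells with GST-MLLE for no effect and wells lacking GST-MLLE protein for full effect; some results filed as inactive read as strong as hits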
Target sequence (P11940 whole entry, looked up): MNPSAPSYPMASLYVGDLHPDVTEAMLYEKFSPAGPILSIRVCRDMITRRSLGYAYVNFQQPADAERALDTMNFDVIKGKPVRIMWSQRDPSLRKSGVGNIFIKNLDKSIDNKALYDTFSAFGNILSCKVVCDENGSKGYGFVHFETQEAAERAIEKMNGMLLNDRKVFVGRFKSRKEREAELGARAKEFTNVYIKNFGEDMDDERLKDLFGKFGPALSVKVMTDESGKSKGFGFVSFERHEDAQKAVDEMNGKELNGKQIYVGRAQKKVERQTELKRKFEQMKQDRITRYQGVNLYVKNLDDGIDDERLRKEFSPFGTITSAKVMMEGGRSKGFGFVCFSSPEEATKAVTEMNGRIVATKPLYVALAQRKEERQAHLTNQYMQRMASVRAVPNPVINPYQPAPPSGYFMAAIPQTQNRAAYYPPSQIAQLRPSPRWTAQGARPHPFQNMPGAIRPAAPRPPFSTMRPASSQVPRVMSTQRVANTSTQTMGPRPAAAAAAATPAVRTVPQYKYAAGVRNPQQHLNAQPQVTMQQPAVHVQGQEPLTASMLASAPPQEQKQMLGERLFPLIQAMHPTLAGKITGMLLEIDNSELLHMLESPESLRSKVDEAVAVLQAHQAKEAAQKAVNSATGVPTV
CendR NRP1 mod – NRP-1/CendR interaction modulation | O14786 | FAM-RPARPAR peptide binding to NRP-1, fluorescence polarization | inhibition, % at 25 µM | 360,000 compounds, 0.85% hits;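 active means inhibition or corrected inhibition above about 18%, plus a signal ratio from 0.5 to 1.5, limit read from the data, passing the limit was not always enough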; further: strong numbers were not always called active
TbMetRS inhib – Trypanosoma brucei MetRS inhibition; purified T. brucei MetRS, ATP depletion, Kinase-Glo luminescence; inhibition, % at 11.9 µM; 360,000 compounds, 0.4% hits;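 active means inhibition above a per-plate cutoff of the control wells' mean inhibition plus 3 SD, cut at about 5.5% in these data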;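 further: 0% = DMSO wells median and 100% = median of wells with control inhibitor compound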
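assay system = parasite MetRS enzyme | timing = 15 min preincubation, 2 h reaction, all 25 °C | evaluation = percent inhibition relative to median high and low control wells | medium = HEPES buffer containing pyrophosphatase, BSA, spermine, DTT | compound = single dose, 11.9 µM final nominal, 0.9% final DMSO | detection = Kinase-Glo luminescence, ATP depletion format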
eLon inh – inhibitors of E. coli Lon protease | purified E. coli Lon protease, fluorescence polarization | P0A9M0 | inhibition, % at 7.94 µM | 360,000 compounds, 0.42% hits; in the data active means inhibition above about 13%, passing the limit was not always enough;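 further: 0% = enzyme with probe and DMSO and 100% = no enzyme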
SKN-1 inh – inhibitors of C. elegans SKN-1; C. elegans VP596 Pgst-4::GFP/RFP ratio, acrylamide-induced, 24 h; inhibition, % at 21.8 µM; 360,000 compounds, 0.49% hits; AID 624304;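 active means interference check ratio from 0.5 to 1.5 plus GFP to RFP signal ratio inhibition reaching or exceeding a fixed threshold, cut at about 30% in these data, passing the limit was not always enough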; further: some compounds called inactive have numbers as strong as hits
MsrA inh – inhibitors of bovine MsrA; purified bovine MsrA, absorbance read-out; inhibition, % at 15.5 µM; 360,000 compounds, 0.75% hits; AID 651718; in the data active means inhibition above about 4.5%;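 further: 0% = vehicle wells with enzyme and 100% = reference inhibitor wells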
MsrA act – activates bovine MsrA enzyme; purified bovine MsrA, absorbance read-out; activation, % at 10.6 µM; 360,000 compounds, 0.3% hits; AID 602163; in the data active means activation above about 7.5%;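 further: 0% = vehicle and 100% = reference activator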
FAS TE block – FAS thioesterase (human) inhibition | P49327 | recombinant FAS-TE, OMFH fluorogenic substrate, fluorescence endpoint | inhibition, % at 15 µM | 360,000 compounds, 0.67% hits | AID 602261;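 active means compounds whose normalised, plate-corrected inhibition of enzyme fluorescence in the single-dose primary screen is 50% or more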;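 further: 0% = DMSO with enzyme and 100% = substrate without enzyme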
* hit, by the source's call; / = not tested or not shown. This is a random part of the collection; about 4% have a hit in one of these screens.

canonical_smiles	FAS TE block	MT1-MMP act inh	SKN-1 inh	eLon inh	TbMetRS inhib	MsrA act	MsrA inh	CendR NRP1 mod	MLLE-PAM2 inh
C=CCNc1nc(N2CCOCC2)nc(N2CCOCC2)n1	-5	-6	17	0	-0.9	-1	-0.9	13	-3
Cc1nn(C)c(Cl)c1/C=N/OC(=O)c1ccccc1	-2	-3	-5	6	-0.6	-2	0.3	-11	18
Cc1ccc(S(=O)(=O)N[C@@H](Cc2ccccc2)C(=O)N2CCC(C(=O)N[C@H](C(=O)O)C(C)O)CC2)cc1 (stereo not given in full)	-5	-5	4	-7	-0.1	-3	-0.1	-8	11
CS(=O)(=O)NCCCCNc1ccc(C(F)(F)F)cc1[N+](=O)[O-]	-1	4	1	4	0.4	-8	0.1	2	12
CCOc1ccc(-c2c(=O)n(OCc3ccccn3)c3ccccc3[n+]2[O-])cc1	-6	0	13	-13	-0.8	-4	0.7	-3	7
CCOC(=O)C1=C(COC(=O)c2ccc3ccccc3c2O)NC(=O)NC1C (stereo not given)	-19	-23	4	49*	-0.4	-9	1.5	72	144
CC(C)Oc1ccc(N2CC(C(=O)Nc3ccccc3C(=O)NC3CC3)CC2=O)cc1 (stereo not given)	-5	0	-8	3	0.3	-2	0.5	-3	4
CC(C)COC(=O)N1CCN(S(=O)(=O)c2ccc3c(c2)CCC3)CC1	17	-2	12	-2	-0.3	-2	-1.2	3	10
c1cncc(CNc2ncn[nH]2)c1	-8	10	-3	-6	0.0	-2	-0.8	-6	-1
O=C(Nc1ccc2c(c1)OCCO2)C1CCN(C(=O)c2ccccc2)CC1	-6	7	3	7	-0.1	3	1.7	13	4
Cc1cc(/C=C(\C#N)C(=O)O)c(C)n1CC(C)C	-4	1	-9	-5	-0.3	-3	7.2*	2	-3
CN(C)S(=O)(=O)c1ccc(NC(=O)CN2CCC(Cc3ccccc3)CC2)cc1	3	1	-1	4	0.1	-3	1.9	-15	-11
Cc1ccc(Cl)cc1N1CCN(C(c2ccc(C#N)cc2)c2nnnn2C2CCCC2)CC1 (stereo not given)	69*	-5	1	-5	0.0	-4	2.8	8	17
O=C1CC(Sc2cccs2)C(=O)N1c1ccccc1 (stereo not given)	-4	-5	-4	-2	3.8	-3	-1.1	2	39
COc1ccc([N+](=O)[O-])cc1N(CC(=O)NCCSc1ccccc1)S(C)(=O)=O	12	0	0	1	0.9	-2	2.2	6	3
CCCn1c(SCC(=O)NC(=O)Nc2ccc(C)cc2C)n[nH]c1=O	-15	7	12	-10	-0.2	-2	-1.2	11	-65
O=C1c2ccccc2NC2(CCCC2)N1N=C1CCCC1	-7	2	-8	-3	-0.5	-8	1.1	-1	10
Cc1cccc(C)c1NC(=O)c1sccc1SCC#N	-8	9	9	-1	-0.3	-1	-0.7	4	11
O=c1c2ccccc2ncn1-c1ccccc1[N+](=O)[O-]	7	1	-10	6	0.1	-2	0.1	12	5
Cc1ccc(OCC(=O)N/N=C\c2c(C)[nH]n(-c3ccccc3)c2=O)c([N+](=O)[O-])c1	10	3	7	1	-0.4	11*	2.2	4	13

Other results follow:
canonical_smiles	FAS TE block	MT1-MMP act inh	SKN-1 inh	eLon inh	TbMetRS inhib	MsrA act	MsrA inh	CendR NRP1 mod	MLLE-PAM2 inh
OC(CN1CCN(C(c2ccccc2)c2ccccc2)CC1)c1ccc(Br)cc1 (stereo not given)	8	-5	12	5	-1.1	-4	1.5	11	-7
Cc1ccc(N=c2ssnc2Cl)cc1	-5	-2	9	4	0.3	-2	-0.3	0	22
Oc1ccc(Br)cc1C=Nc1ccc2[nH]ncc2c1	-12	3	-7	10	-0.8	-1	1.7	1	0
CCOc1cc(C(=S)N2CCOCC2)ccc1OC(=O)c1cccc(C)c1	21	-3	23	4	-0.6	-1	2.4	10	15
O=C(Nc1ccccn1)[C@@H]1CCC(=O)N1C(=O)OCc1ccccc1	-6	5	-8	-3	-0.8	-3	-0.7	-7	4
CCCc1nnc(NC(=O)c2ccc(N3C(=O)C4C5C=CC(C5)C4C3=O)cc2)s1 (stereo not given)	-2	24	9	-13	-0.3	-2	0.4	7	0
CSc1nc2ccc(S(=O)(=O)N3CCCCC3)cc2s1	-2	5	-4	-4	-0.6	-5	-0.6	1	2
CC1=NN(c2ccccc2)C(=O)C1c1ccccc1 (stereo not given)	0	-1	-7	1	-0.8	-8	0.9	8	3
CN(C)C(C)(C)/C=C/C(O)(c1ccccc1)c1ccccc1	-7	-3	-12	15	1.2	-2	0.0	4	12
COc1ccccc1OCC(=O)NNC(=O)C1CCN(c2ncnc3sc(C)c(C)c23)CC1	1	-1	-7	3	-0.2	-3	0.1	6	-4
COCC(=O)Nc1ccc(Nc2ccccc2)cc1	-4	9	9	-3	0.2	-1	-0.5	12	-1
Cc1sc(NC(=O)Nc2ccccc2)c(C(N)=O)c1C	2	-4	5	-8	0.3	-2	0.6	-2	21
O=C(Nc1ccccc1)c1ccc(-n2cnnn2)cc1	-2	7	3	-3	-0.5	-4	0.1	-16	-27
Cc1cc2cc(CN3C(=O)c4ccccc4C3=O)ccc2[nH]1	0	4	2	3	-0.1	-6	1.7	-4	4
COC(=O)CCCC1=CC2=CC(=O)C(C)(OC(=O)c3cccs3)C(=O)C2=CN1CC1CC1 (stereo not given)	-3	1	-5	8	-0.1	-1	1.3	36*	18
Cn1c(CN2CCN(C(=O)c3ccc(F)cc3)CC2)nc2cc([N+](=O)[O-])ccc21	6	-3	3	0	-0.8	-2	4.4	1	-14
CCOc1ccc(C2=CC(c3ccccc3)n3ncnc3N2)cc1 (stereo not given)	-2	-30	2	15	-0.5	-7	/	7	9
COc1ccc(Cl)cc1C(=O)NNC(=S)NC(=O)c1cc(-c2ccccc2)nc2ccccc12	11	3	19	-1	-1.0	-3	0.1	12	34
Cc1cc(N2C(=O)C3CC=CCC3C2=O)cc(C)c1Br (stereo not given)	-1	1	3	-3	0.0	1	-0.7	-10	-1
Cc1n[nH]c(=O)c2c(NC(=O)COC(=O)c3cccc(OC(F)F)c3)oc(C)c12	-6	2	2	-6	-0.6	-15	0.7	-1	10

MsrA inh, hit marks shown above
SMILES	MT1-MMP act inh	SKN-1 inh	eLon inh	TbMetRS inhib	MsrA act	MsrA inh	CendR NRP1 mod	MLLE-PAM2 inh
Cc1cc(/C=C(\C#N)C(=O)O)c(C)n1CC(C)C	1	-9	-5	-0.3	-3	7.2*	2	-3

One compound at a time, as listed above. Order of values: FAS TE block | MT1-MMP act inh | SKN-1 inh | eLon inh | TbMetRS inhib | MsrA act | MsrA inh | CendR NRP1 mod | MLLE-PAM2 inh
OC(CN1CCN(C(c2ccccc2)c2ccccc2)CC1)c1ccc(Br)cc1 (stereo not given) is listed as 8 | -5 | 12 | 5 | -1.1 | -4 | 1.5 | 11 | -7
CCCc1nnc(NC(=O)c2ccc(N3C(=O)C4C5C=CC(C5)C4C3=O)cc2)s1 (stereo not given) is listed as -2 | 24 | 9 | -13 | -0.3 | -2 | 0.4 | 7 | 0

(continued)
canonical_smiles	FAS TE block	MT1-MMP act inh	SKN-1 inh	eLon inh	TbMetRS inhib	MsrA act	MsrA inh	CendR NRP1 mod	MLLE-PAM2 inh
COc1ccc(OCC(=O)NNC(=O)Nc2cccc(Cl)c2)cc1	-2	-2	1	1	0.4	-1	-0.7	4	8
COc1cc(S(=O)(=O)N2CCN3CCCC3C2)ccc1-n1cnnn1 (stereo not given)	-9	-1	3	-4	-1.1	-5	-0.1	-4	0
O=C(CCn1c(=O)oc2ccccc21)N1CCc2ccccc21	4	1	17	11	0.1	1	-0.7	7	16
CNC(=S)N1N=C(c2ccc(Br)cc2)CC1c1ccc(N(C)C)cc1 (stereo not given)	15	-3	-1	0	0.3	-3	2.2	32*	9
c1ccc2c(c1)nc(Nc1ccc(N3CCCCC3)cc1)c1nncn12	17	1	6	-33	-0.3	-2	1.8	-13	-6
O=C(NCc1ccc(Cl)cc1)c1ccccc1CCc1ccccc1	20	5	-6	-7	-1.4	-12	-0.4	3	3
Cc1cccc(NCC(=O)N/N=C\c2ccc[nH]2)c1	-1	-5	-16	1	1.1	-3	1.0	-13	-5
COc1ccc(N2CCN(CCNC(=O)c3nnc(Cc4c(F)cccc4Cl)o3)CC2)cc1	-6	-2	-24	-3	-0.4	-5	-0.3	-11	-8
CCN(CC)S(=O)(=O)c1cccc(NC(=O)C(=O)c2c(-c3ccccc3)cc3ccccn23)c1	27	1	17	2	-0.1	3	0.7	-16	-9
Cc1ccc[n+](CC(=O)N2CCCc3ccccc32)c1	-5	0	0	2	0.1	0	-0.4	13	1
O=S(=O)(NCCCCCNS(=O)(=O)c1ccc(F)cc1)c1ccc(F)cc1	5	19	-15	12	-0.5	0	1.9	-6	6
Cc1ccc(CSCC(=O)N/N=C/c2cccc(OC3CSC3)c2)cc1	0	1	9	-2	-0.2	-4	-0.3	4	5
CCC(CO)Oc1cc(NCc2ccccn2)c2ncn(C(C)C)c2c1 (stereo not given)	-10	3	18	7	0.0	0	-0.5	-10	7
O=C(O)/C=C/c1cnc2ccccc2n1	-3	-8	14	13	0.7	-2	1.6	4	-5
CCOC(=O)C1CCN(C(=O)Cn2nc(C)n3nc(-c4ccc(CC)cc4)cc3c2=O)CC1	-1	6	-23	-4	-0.5	-1	0.7	4	14
CCOC(=O)c1[nH]c2ccc(Br)cc2c1NC(=O)CCN1CCCC(C)(C)C1	6	-11	7	2	-0.4	-7	0.1	29*	-91
COc1ccc(CC2CC(=O)N(c3ccc(C)cc3)C2=O)cc1 (stereo not given)	-3	-3	1	4	0.2	-2	1.5	4	-1
CNC(=S)N1CCN(C(=O)C2CCCO2)CC1 (stereo not given)	-12	4	1	2	-1.1	-7	-0.4	-6	-48
Cc1c(C)n(Cc2ccc(F)cc2)c2ccc(C(=O)NCCN3CCOCC3)cc12	-6	3	-1	-3	0.3	-2	0.2	-1	6
CCc1cc2c(SCC(=O)N3CCN(C(=O)c4cccs4)CC3)ncnc2s1	-5	2	3	-2	-0.3	-1	0.5	-15	-4

Going on with the list:
canonical_smiles	FAS TE block	MT1-MMP act inh	SKN-1 inh	eLon inh	TbMetRS inhib	MsrA act	MsrA inh	CendR NRP1 mod	MLLE-PAM2 inh
CCn1nc([N+](=O)[O-])c(C(C#N)c2nc3cc(C(F)(F)F)ccc3s2)c(Cl)c1=O (stereo not given)	-33	25	-21	1	-0.5	-4	2.3	26*	-2
CCOC(=O)C1=C(CSc2nc3c(cc2C#N)CN(C)CC3)OC(N)=C(C#N)C1c1ccccc1 (stereo not given)	5	-42	19	2	-1.1	-5	2.4	-13	21
CC(=O)NC(c1ccccc1)c1nc(-c2ccc(Cl)cc2)cs1 (stereo not given)	3	-1	-6	-20	0.6	-4	-0.9	-2	-10
Cc1ccc(Cc2c(-c3cccc(Cl)c3)nc3cc(C)c(Br)c(C)n23)cc1	20	-3	13	-4	0.5	-2	1.4	5	-4
COc1ccc(-c2cc(C(=O)Nc3cccnc3Cl)no2)cc1OC	-3	5	-15	3	0.1	-8	-0.4	-2	4
Nc1cc(=O)n(Cc2ccccc2)c(=O)n1-c1ccc(F)cc1	-4	1	-7	-3	0.4	-3	-1.4	-4	1
CCc1ccc(NC(=S)Nc2ccc3[nH]c(=O)[nH]c3c2)cc1	-3	14	-4	3	-0.9	-7	0.9	-1	22
Cc1ccc(CS(=O)(=O)Cc2ccc(C(=O)NC3CCCC3)o2)cc1	-3	-1	4	1	-0.5	-8	0.2	2	4
